STK33 kinase inh – human STK33 kinase inhibition; Q9BYT3; purified STK33, MBP phosphorylation, ADP-Glo luminescence; inhibition, % at 10 µM; 0.073% of 320,000 active;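 active means inhibition at or above 25%, using the most active replicate where run in duplicate; inactive means inhibition below 25%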
CHT allo act – human CHT allosteric activation | AID 488977 | B-score at 10 µM | CHT-expressing cells, membrane potential dye, choline EC20; active compounds read high; LV-AA mutant CHT in HEK293 cells | 0.49% of 310,000 active | Q9GZV3;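 active means initial fluorescence not abnormally high and integrated response B-score, plate-corrected, over 3 SD above library mean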
Target sequence (Q9GZV3 whole entry, looked up): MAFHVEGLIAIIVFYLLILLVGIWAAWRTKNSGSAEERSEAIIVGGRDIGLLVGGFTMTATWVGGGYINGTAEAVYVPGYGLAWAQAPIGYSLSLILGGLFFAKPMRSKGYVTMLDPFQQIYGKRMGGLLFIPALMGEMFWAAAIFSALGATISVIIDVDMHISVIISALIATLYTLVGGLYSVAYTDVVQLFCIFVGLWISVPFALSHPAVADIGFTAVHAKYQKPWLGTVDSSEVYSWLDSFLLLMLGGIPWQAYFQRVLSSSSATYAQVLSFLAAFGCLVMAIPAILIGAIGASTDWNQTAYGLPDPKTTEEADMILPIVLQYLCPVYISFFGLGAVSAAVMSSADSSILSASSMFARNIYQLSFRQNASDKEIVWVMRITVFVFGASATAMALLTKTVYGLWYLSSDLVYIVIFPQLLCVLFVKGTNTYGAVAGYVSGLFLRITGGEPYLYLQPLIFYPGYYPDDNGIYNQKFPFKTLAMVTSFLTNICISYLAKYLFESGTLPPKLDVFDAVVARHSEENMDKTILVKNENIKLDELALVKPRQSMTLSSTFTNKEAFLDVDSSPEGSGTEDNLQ
CHT inh – inhibits the human high affinity choline transporter; AID 488975; Q9GZV3; B-score at 10 µM; 0.86% of 310,000 active; CHT-expressing cells, membrane potential dye, choline response; active compounds read low;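 active means B-score over 3 SD under the library average, and starting fluorescence ratio not unusually high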;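 further: choline stimulus applied at its EC90 after an EC20 pre-addition; B-score computed on integrated fluorescence ratio after choline addition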
Starred values were filed as active, the others as inactive; i = inactive; . = not tested or not shown; & = joins results of further samples.

compound,STK33 kinase inh,CHT allo act,CHT inh
CC(=O)N1CCN(CC(=O)Nc2cc([N+](=O)[O-])ccc2Cl)CC1,-0.9,i,i
COCCCN(C(=O)CSCC(=O)Nc1cccc(C)c1)c1c(N)n(Cc2ccccc2)c(=O)[nH]c1=O,0.0,i,i
CCOc1ccc(N(CC(=O)NC(C)(C)C)C(=O)c2ccco2)cc1,0.3,i,i
COc1ccccc1NC(=O)NCc1ccc(C)n1C,-0.8,i,i
Cc1c(NC(=O)c2ccco2)c(=O)n(-c2ccccc2)n1C,-2.6,i,i
CCCCn1cnc2cc(NCc3cccc(OC)c3O)ccc21,0.6,i,i
N=C1C=CC=C2C1=NC1(CCCCC1)N2O,-0.9,i,i
O=C(N/N=C1\CC(c2ccccc2)Oc2ccccc21)c1cccnc1 (stereo not given),0.1,i,i
CN1CCN(c2oc(COc3ccc(-c4ccccc4)cc3)nc2C#N)CC1,-1.6,i,i
COc1ccc(Br)cc1C(=O)Nc1ccc(N2CCCC2)cc1,-0.7,i,i
CCn1c(=O)cc(OCC(=O)N(C)c2ccccc2F)c2ccccc21,-0.2,i,i
COC(=O)c1ccc(Cc2ccc(C(=O)OC)o2)o1,1.9,i,i
CC1CCN(S(=O)(=O)N2CCC(C(=O)NCCc3ccccc3)CC2)CC1,-1.1,i,i
CN(Cc1nc2ccccc2s1)C(=O)c1ccc(F)cc1,-0.4,i,i
O=C(CN1C(=O)C2C3C=CC(C3)C2C1=O)Nc1nc2ccccc2[nH]1 (stereo not given),-0.6,i,i
O=C(O)COc1ccc(/C=N/NC(=O)c2cccc3ccccc23)cc1,0.1,i,i
CN(CC(=O)Nc1cccc(F)c1)C(=O)c1ccc(N2CCCC2)c([N+](=O)[O-])c1,.,i,i
Cc1ccc(C)c(S(=O)(=O)NCc2ccc3c(c2)OCO3)c1,-0.4,i,i
COc1ccc(S(=O)(=O)N(CC(=O)NCc2ccco2)c2ccccc2OC)cc1,-0.8,i,i
CCC1CN(C(=O)NCc2ccc(C)cc2)c2ccccc2O1 (stereo not given),-0.9,i,i
CCCn1c(N)c(C(=O)CSc2nnc(-c3cccnc3)n2-c2ccc(C)cc2C)c(=O)[nH]c1=O,-0.8,i,i
O=C(CCC(=O)N(CC(=O)NC1CCCCC1)c1ccc(F)cc1)Nc1nccs1,-1.0,i,i
CC1=Nn2c(nc(-c3ccccc3)c2-c2ccccc2)N(CC(N)=O)C(=O)C1,0.9,i,i
CCOC(=O)c1sc(N)c(C#N)c1CSc1nc2ccc(C)cc2[nH]1,-0.7,i,i
O=C(CCCC(=O)N(c1cccc(F)c1)C(C(=O)NC1CCCC1)c1ccc(O)cc1)Nc1ccccn1 (stereo not given),0.6,i,i
CCOc1ccc(/C=C/C(=O)NCc2ccccc2)cc1,-1.5,i,i
CCCC(=O)NC(NC(=S)Nc1ccc(N=Nc2ccccc2)cc1)C(Cl)(Cl)Cl (stereo not given),0.3,i,i
O=C(Nc1cccc(C(F)(F)F)c1)C1CCN(S(=O)(=O)c2cnc[nH]2)CC1,0.2,i,i
COc1ccccc1C(=O)Nc1ccnn1C1CCN(CCC(C)c2ccc(C)o2)CC1 (stereo not given),3.0,i,i
O=C(CN1CCc2ccccc2C1)Nc1ccc(Br)cc1,-0.8,i,i
COc1cc(C2c3c(oc4ccccc4c3=O)C(=O)N2Cc2ccco2)ccc1O (stereo not given),-0.9,i,i
COc1ccc(C)cc1NC(=O)C(OC(=O)c1ccc([N+](=O)[O-])o1)c1ccccc1 (stereo not given),-1.3,i,i
COc1ccc(-c2nn(C)c(=O)c3ccccc23)cc1NC(=O)COc1ccccc1,-1.7,i,i
CCOC(=O)c1[nH]cnc1C(=O)Nc1ccc(C)cc1,-0.6,i,i
CCOc1cccc(N(C(=O)C2COc3ccccc3O2)C(C(=O)NC2CCCCC2)c2ccc(O)cc2)c1 (stereo not given),0.0,i,i
O=C(c1ccc2ncsc2c1)N1CCCC(C(F)(F)F)C1 (stereo not given),-1.3,i,i
O=C(CCCN=C1NS(=O)(=O)c2ccccc21)OCC(=O)c1ccc(Br)cc1,6.3,i,i
CCN(CC)Cc1cc(C(C)=O)ccc1O,-3.4,i,i
O=C1OCCC1Sc1nnc(-c2ccccc2)o1 (stereo not given),-0.1,i,i
CCCNC(=O)NC(=O)c1cnccc1C(F)(F)F,-0.9,i,i
COc1cc(/C=N/N=C2/SCC(=O)N2c2ccc(O)cc2)ccc1O,1.1,i,i
COc1ccc(NC(=O)CSc2nnc(Cc3ccc(C)cc3)c(=O)n2N)cc1,-0.9,i,i
CC(C)C(NS(=O)(=O)c1ccccc1)C(=O)N1CCCCCC1 (stereo not given),0.3,i,i
CCOC(=O)C1CCCN(Cc2nc(CC3CC3)no2)C1 (stereo not given),-1.1,i,i
COc1cccc(CN2CCCC(C(=O)Nc3ccc(-c4cscn4)cc3)C2)c1 (stereo not given),2.1,i,i
O=C(c1cc(-c2ccco2)nc2ccccc12)N(Cc1nnc(-c2ccc(Cl)cc2)o1)C1CC1,-1.5,i,i
CCCN(CCC)C(=O)Cc1coc2ccc3ccccc3c12,-1.7,i,i
c1cncc(C(c2nnnn2C2CCCC2)N2CCCC2)c1 (stereo not given),-0.3,i,i
O=C(Nc1cc(C(F)(F)F)ccc1N1CCOCC1)c1ccc(F)cc1,-0.8,i,i
CCN1CCN(Cc2ccc(NC(=O)c3cc(NC(=O)N4CCNC4=O)cc(OC)c3)cc2C(F)(F)F)CC1,-0.2,i,i
COc1ccc(Cc2nnc(-c3ccccc3)o2)cc1,-0.1,i,i
Cc1ccc(NC(=O)CCN2CCN(C/C=C/c3ccccc3)CC2)cc1C,.,i,i
COC(=O)c1c(NC(=S)NN2CCN(C)CC2)sc2c1CCC(C)C2 (stereo not given),1.1,i,i
O=C(Nc1cc(C(F)(F)F)ccc1-n1cncn1)c1ccc(Br)cc1,0.2,i,i
COc1cc(C(=O)NCc2ccc(OCCN(C)C)cc2)cc(OC)c1OC,-2.3,i,i
COc1ccccc1NS(=O)(=O)c1cc(C(=O)NCc2cccnc2)ccc1C,-0.7,i,i
C(#CCN1CCCC1)CC(c1ccccc1)c1ccccc1,0.5,i,i
Cc1noc(C)c1COc1cccc(C(=O)NCCc2c[nH]c3ccccc23)c1,-0.5,i,i
Cc1nn(-c2ccccc2)c(N)c1C1(O)C(=O)Nc2ccc([N+](=O)[O-])cc21 (stereo not given),-1.2,i,i
Cc1cnc(CNC(=O)c2ccc3oc(Cc4ccccc4)nc3c2)[nH]1,1.3,i,i

(list continues)
compound,STK33 kinase inh,CHT allo act,CHT inh
COc1ccc(N2C(=O)CC(N3CCN(c4ccc(C(=O)c5cccnc5)cc4)CC3)C2=O)cc1 (stereo not given),-0.2,i,i
COc1ccc(C2C(C(=O)c3sc(C)nc3C)=C(O)C(=O)N2CCCn2ccnc2)cc1 (stereo not given),-0.1,i,i
O=C(Nc1cccc(S(=O)(=O)N2CCCC2)c1)c1ccncc1,-1.0,i,i
C/C(=N\NC(=O)C(=O)Nc1ccc(C)cc1)c1ccncc1,-1.6,i,i
COc1cccc(S(=O)(=O)NCc2ccc(C(=O)N3CCN(Cc4ccccc4)CC3)cc2)c1,-0.9,i,i
CCOc1c(Nc2cccc(Cl)c2)c(=O)c1=O,0.9,i,i
COC(=O)c1cc(OC)c(OC)cc1NC(=S)NC(=O)c1ccco1,2.0,i,i
CCN(CC(=O)Nc1ccc2c(c1)OC(F)(F)O2)Cc1nc2ccccc2c(=O)[nH]1,-2.3,i,i
Cc1ccc(NC2=NC(=S)N(CC#N)C23CCCCC3)cc1,-0.1,i,i
Cc1ccc(-c2nc(CS(=O)CC(=O)NCCCc3ccccc3)c(C)o2)cc1 (stereo not given),-2.3,i,i
O=C(Nn1cnnc1)c1ccc(OC(F)(F)C(F)C(F)(F)F)cc1 (stereo not given),0.6,i,i
Cc1ccc(C(O)(C(=O)NNc2ccc3ccccc3n2)c2ccc(C)cc2)cc1,-2.0&-0.8,i,i
Cc1ccccc1N(CC(=O)NCCc1ccccc1)C(=O)c1csnn1,-2.1,i,i
O=C(NN1C(=O)C2C3C=CC(C4CC34)C2C1=O)c1ccccc1Cl (stereo not given),0.2,i,i
COC(=O)/C=C/COc1ccccc1[N+](=O)[O-],-1.1,i,i
CCOC(=O)Cn1c(=O)c2c(nc(Br)n2CC(=O)OCC)n(C)c1=O,0.0,i,i
COc1cccc(C(=O)Nc2ccc(NC(=O)C3CC3)nc2)c1,0.0,i,i
O=C(NC1CCCCC1)c1cc([N+](=O)[O-])[nH]n1,-0.6,i,i
O=c1c(Cc2c(F)cccc2Cl)c(O)ccn1CCCN1CCOCC1,-2.7,i,i
COc1ccc(C)cc1S(=O)(=O)NCCC1=CCCCC1,-1.2,i,i
O=C(CCc1nnc(Cc2cccc(C(F)(F)F)c2)o1)NCCc1ccccc1F,-1.3,i,i
CCc1ccc(NC(=O)N[C@H](C(=O)O)C(C)CC)cc1 (stereo not given in full),-1.5,i,i
COc1ccc(NC2CCCN(C(=O)COc3ccc(Cl)cc3C)C2)cc1OC (stereo not given),-1.7,i,i
CCOC(=O)c1sc(Nc2ccc(OCC)cc2)nc1C,-0.4,i,i
COc1cc(/C=N/n2cnnc2-n2nc(C)cc2C)cc([N+](=O)[O-])c1O,-1.3,i,i
O=C(NCCC1=CCCCC1)c1ccc(Cl)c(S(=O)(=O)Nc2ccccc2)c1,-0.1,i,i
CCC(=O)c1c[nH]c(C(=O)NCc2cccc(C(F)(F)F)c2)c1,-0.5,i,i
CC(=O)N1CCC(C(=O)OCc2ccccc2F)(c2ccccc2)CC1,-1.4,i,i
COc1cc(O)ccc1/C=N/NC(=O)c1ccc([N+](=O)[O-])cc1,2.5,i,i
COc1ccc(C(=O)C[n+]2ccc3c(c2)nnn3-c2ccccc2)cc1,-1.4,i,i
CCOC(=O)N1CCOCCOCCN(C(=O)OCC)CCOCC1,-0.8,i,i
O=c1c2c(nc3c(-c4cccc(Br)c4)c[nH]n13)CCCC2,-1.1,i,i
CC(=O)NCc1nc2ccccc2n1Cc1ccccc1C,0.2,i,i
CC(C)(C)CN1CCNC(=O)C1CC(=O)NCCc1ccccc1F (stereo not given),0.3,i,i
Nn1c(SCC(=O)Nc2ccccc2C(F)(F)F)nncc1=O,-0.2,i,i
O=C(c1cnccn1)N(Cc1cccs1)C1(C(=O)NC2CCCCC2)CCCCC1,-1.0,i,i
CCNc1nc(NC(C)C)nc(N(C#N)C(C)C(=O)N(CC)CC)n1 (stereo not given),-0.8,i,i
O=C(NCc1ccccc1)C(c1cccs1)N(Cc1cccs1)C(=O)c1cnccn1 (stereo not given),-1.0,i,i
CC1(C)Cc2cccc(OCC(=O)Nc3ccc(S(N)(=O)=O)cc3)c2O1,-0.5,i,i
CCOCCCN1CN(S(=O)(=O)c2ccc(Cl)cc2)c2nc3ccccc3nc21,-0.8,i,i
Cc1c(C(=O)NC(=S)Nc2ccccc2N2CCCC2)cccc1[N+](=O)[O-],-1.8,i,i
Cc1sc2nc(SCC(=O)N(CCO)CCO)n(C3CCCCC3)c(=O)c2c1C,0.8,i,i
CCCN(Cc1cc2cc(C)ccc2[nH]c1=O)C(=O)c1cccc(OC)c1,6.8,i,i
CCCCCn1c(CCNC(=O)c2cccs2)nc2ccccc21,-0.5,i,i
CC(=O)Nc1ccc(NC(=O)C(C)Sc2nc3ccccc3c(=O)n2CC2CCCO2)cc1 (stereo not given),0.2,i,i

Some of these compounds in order of SMILES length, ascending.
compound,STK33 kinase inh,CHT allo act,CHT inh
CC(=O)NCc1nc2ccccc2n1Cc1ccccc1C,0.2,i,i
CCCN(Cc1cc2cc(C)ccc2[nH]c1=O)C(=O)c1cccc(OC)c1,6.8,i,i
CC1(C)Cc2cccc(OCC(=O)Nc3ccc(S(N)(=O)=O)cc3)c2O1,-0.5,i,i

Continuation:
compound,STK33 kinase inh,CHT allo act,CHT inh
CCNc1nc(NCC)nc(Oc2ccc(OCC)nn2)n1,1.1,i,i
COc1ccc(N(Cc2cc(=O)[nH]c3ccccc23)C(=O)CCl)cc1,1.3,i,i
COc1ccc(Cl)cc1S(=O)(=O)NC(C)C(=O)NCc1ccccn1 (stereo not given),-0.2,i,i
O=C(CN1C(=O)S/C(=C\c2ccc(Cl)cc2)C1=O)NC1C=CS(=O)(=O)C1 (stereo not given),-0.4,i,i
COc1cccc(C(=O)Nc2ccccc2C(=O)NCC2CCCO2)c1 (stereo not given),1.7,i,i
COc1ccccc1OCCCN1C(=O)C(=O)c2cccc(C)c21,-0.2,i,i

Four entries from above, reformatted:
Each structure is followed by: STK33 kinase inh | CHT allo act | CHT inh
> COc1ccc(Br)cc1C(=O)Nc1ccc(N2CCCC2)cc1
    -0.7 | i | i
> O=C(CN1CCc2ccccc2C1)Nc1ccc(Br)cc1
    -0.8 | i | i
> O=C(CN1C(=O)S/C(=C\c2ccc(Cl)cc2)C1=O)NC1C=CS(=O)(=O)C1 (stereo not given)
    -0.4 | i | i
> CCOc1cccc(N(C(=O)C2COc3ccccc3O2)C(C(=O)NC2CCCCC2)c2ccc(O)cc2)c1 (stereo not given)
    0.0 | i | i

Assay outcomes (PubChem BioAssay)
